Source: PubChem BioAssay
Rev-erbA mod = modulates human Rev-erb alpha binding to DNA. P20393. AID 1259318. hit rate 0.79% among 370,000. Rev-erbα–FITC-DNA binding, fluorescence polarization, 90 min. activity, % at 10 µM;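 active = activity above about 14%, limit read from the data; passing the limit was not always enough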;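 note: 0% = DMSO wells with 35 nM protein and 100% = DMSO wells with 750 nM protein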
hgDAF-12 ag = hgDAF-12 agonism, primary luciferase screen | HEK293 GAL4-hgDAF12 UAS-luciferase reporter, agonist luminescence; normalized to butyrate control | activation, % at 6.8 µM | hit rate 1.8% among 370,000 | AID 687014;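 active = activation above a cutoff set at the mean of all screened compounds plus 3 SD, cut at about 10% in these data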;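 note: 0% = DMSO wells and 100% = sodium butyrate wells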
DAX1 inh-1 = NR0B1 (DAX1) inhibition; HEK293 Gal4-DAX1 luciferase reporter, luminescence; P51843; inhibition, % at 6.75 µM; hit rate 0.99% among 340,000; AID 504766;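 active = inhibition above the mean over all tested compounds plus 3 SD, cut at about 4.2% in these data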;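 note: 0% = DAX1-transfected cells with DMSO and 100% = empty-vector control cells with DMSO; inhibition shows as a rise in luminescence from relieved DAX1 repression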
Target sequence (P51843 207-470 limits assumed): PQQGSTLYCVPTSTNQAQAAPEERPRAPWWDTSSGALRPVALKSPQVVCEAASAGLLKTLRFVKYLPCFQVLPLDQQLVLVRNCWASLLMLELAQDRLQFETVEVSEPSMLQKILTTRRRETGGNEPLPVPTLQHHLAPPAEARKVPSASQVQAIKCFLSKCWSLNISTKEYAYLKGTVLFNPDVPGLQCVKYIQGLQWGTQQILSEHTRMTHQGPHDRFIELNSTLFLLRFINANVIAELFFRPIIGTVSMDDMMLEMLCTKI
DAX1 inh-2 = inhibitors of DAX1 repression of SF-1 activated StAR promoter | HEK293T StAR-luciferase reporter, SF-1/DAX-1 repression relief | AID 652010 | hit rate 1.1% among 370,000 | inhibition, % at 6.8 µM;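 active = inhibition above the mean over all tested compounds plus 3 SD, cut at about 3.6% in these data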;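 note: 0% = DAX-1 cells with DMSO and 100% = cells lacking DAX-1 with DMSO; higher inhibition means more luminescence from relief of DAX-1 repression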
SMARCA2 act = activators of SMARCA2 function; MG213 cells, MMTV-luciferase reporter, dexamethasone, overnight; activation, % at 9.1 µM; hit rate 1% among 370,000; AID 652017; in the data active = activation above about 7.8%;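 note: 0% = vehicle wells and 100% = reference activator wells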
ssDAF-12 act = activators of S. stercoralis DAF-12 nuclear receptor | HEK293 ssDAF-12/GRIP1 lit1-tk-luc reporter, luminescence; % of 3 µM dafachronic acid response | activation, % at 6.8 µM | hit rate 1% among 370,000 | AID 652126;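 active = activation above the mean over all tested compounds plus 3 SD, cut at about 0.9% in these data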;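 note: 0% = DMSO-only wells and 100% = 3 µM delta7-dafachronic acid wells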
HGIII-sPLA2 inh = Inhibits HGIII-sPLA2 liposome hydrolysis, primary screen; Q9NZ20; QFRET BODIPY PC-A2 liposome hydrolysis, fluorescence; inhibition, % at 12.2 µM; hit rate 0.56% among 370,000;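 active = inhibition above mean plus 3 SD of compounds lying within the high and low control bounds, cut at about 19% in these data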;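 note: 0% = median of test compound wells and 100% = no enzyme DMSO wells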
Target sequence (Q9NZ20 whole entry, looked up): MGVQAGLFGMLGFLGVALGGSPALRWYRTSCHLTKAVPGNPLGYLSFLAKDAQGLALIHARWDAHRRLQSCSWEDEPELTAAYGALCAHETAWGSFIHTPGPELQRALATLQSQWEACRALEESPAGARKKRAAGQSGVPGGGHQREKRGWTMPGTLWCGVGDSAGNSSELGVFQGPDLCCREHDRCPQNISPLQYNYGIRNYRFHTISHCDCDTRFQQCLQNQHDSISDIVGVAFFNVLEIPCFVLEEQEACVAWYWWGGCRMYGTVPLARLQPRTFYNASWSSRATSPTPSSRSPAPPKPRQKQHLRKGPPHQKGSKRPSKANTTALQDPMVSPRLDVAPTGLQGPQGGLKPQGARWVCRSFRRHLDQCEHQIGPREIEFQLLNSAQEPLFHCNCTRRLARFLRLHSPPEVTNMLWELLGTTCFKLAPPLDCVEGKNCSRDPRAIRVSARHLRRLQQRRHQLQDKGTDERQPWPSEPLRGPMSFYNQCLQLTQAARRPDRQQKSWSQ
GAA850 FXN act = increases GAA850 frataxin promoter reporter activity | HEK293 lucGAA850 FXN promoter luciferase reporter, 24 h; percent of 10 µM SAHA response | activation, % at 6 µM | hit rate 0.56% among 360,000;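 active = activation above the average of all compounds screened plus 3 SD, cutoff fixed separately per campaign, cut at about 7.5% in these data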;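 note: 0% = DMSO wells and 100% = 10 µM SAHA wells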
PG9 binder = small molecules binding HIV-1 gp120 antibody PG9. inhibition, % at 6.7 µM. AID 624416. hit rate 0.43% among 360,000. TR-FRET gp120-PG9 antibody binding; in the data active = inhibition above about 8.5%
hcDAF12 agonist = activates DAF-12 receptor from parasite H. contortus. HEK293 hcDAF-12 lit1-tk-luc reporter, luminescence; 0% DMSO, 100% Δ7-dafachronic acid. activation, % at 6.8 µM. hit rate 1.4% among 370,000. AID 652067;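 active = activation above the mean of all tested compounds plus 3 SD, cut at about 5.5% in these data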;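 note: 100% = response to 3 µM Δ7-dafachronic acid high control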
PLC-beta3 inh = inhibitors of human phospholipase C beta3; Q01970; Purified PLC-beta3, fluorogenic substrate, fluorescence; inhibition, % at 12.2 µM; hit rate 0.18% among 370,000; in the data active = inhibition above about 11%;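 note: 0% = median of compound wells on plate and 100% = full blocker control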
Starred values were filed as active, the others as inactive; i = inactive; · = no result given.

Fields – Rev-erbA mod	hgDAF-12 ag	DAX1 inh-1	DAX1 inh-2	SMARCA2 act	ssDAF-12 act	HGIII-sPLA2 inh	GAA850 FXN act	PG9 binder	hcDAF12 agonist	PLC-beta3 inh
O=C(CN1C(=O)S/C(=C/C=C/c2ccccc2)C1=O)Nc1ccc(C(=O)O)cc1
    -3	3.8	-0.2	0.3	12*	-0.2	-22	0.2	-3.2	-0.6	-5
O=C(Nc1nccs1)c1ccc2ccccc2n1
    5	18*	1.4	1.6	2	3.6*	5	3.2	-0.6	18*	-11
CCCCN(C)C(=O)c1cc2cc3ccc(OC)cc3nc2o1
    -6	4.5	-0.2	1.3	4	-0.3	4	5.2	0.0	2.5	-283
COc1cc(C2N(C)C(=O)c3ccccc3N2C)ccc1O (stereo not given)
    -2	-1.8	1.5	-0.2	-4	-1.3	3	-2.1	-2.3	-0.1	i
COc1ccc(C(=O)n2nc(C)cc2C)cc1Br
    -7	4.5	0.6	-0.2	1	-1.1	1	0.9	0.3	-0.1	-3
O=C(O)c1cc(C(=O)C2CCCCC2)c[nH]1
    1	1.4	-0.2	0.0	5	-0.3	4	0.5	-3.8	2.8	2
O=C(CNC(=O)c1ccc2c(c1)OCO2)N/N=C/c1cccc([N+](=O)[O-])c1
    -3	0.1	-0.4	0.6	2	-1.1	4	0.2	-1.9	-0.9	2
COc1ccc(C(=O)N/C(=C\c2cn(S(=O)(=O)N(C)C)c3ccccc23)C(=O)NCCN2CCOCC2)cc1OC
    5	1.5	0.3	0.6	-1	-0.4	-3	1.9	-4.2	0.3	-8
Cc1ccc(S(=O)(=O)NNC(=O)CCCCC(=O)NNS(=O)(=O)c2ccc(C)cc2)cc1
    -2	-2.8	0.6	-0.7	-1	-1.3	-8	1.5	-2.5	-1.7	4
COC(=O)C1CCN(C(=O)c2ccc3oc(Cc4ccc(Cl)cc4)nc3c2)CC1
    -4	0.0	-0.3	-1.6	1	-1.0	-15	1.5	-1.6	-1.1	-7
CCOC(=O)CNC(=O)C12CC3CC(C1)CC(c1ccc(C)cc1)(C3)C2
    3	-0.3	2.3	-0.4	-2	-0.9	-2	1.4	1.5	-1.9	2
CCCC1=Nc2cc(C(=O)NCCCN3CCOCC3)ccc2Sc2ccccc21
    4	0.0	1.1	0.8	0	-1.5	-9	1.3	12*	-2.1	-5
O=C(CSc1nnc(-c2ccccc2F)n1C1CC1)Nc1cccnc1Cl
    -4	0.5	-0.7	-0.9	-1	-1.5	-2	0.9	-1.6	-1.5	2
CCNC(=O)N1C(=O)C2(OCCO2)c2cc(Br)ccc21
    -1	-1.6	-0.8	0.9	-2	-1.1	3	-0.8	-1.1	0.5	-2
O=C1C=C(c2ccccc2)C(c2ccccc2)C1 (stereo not given)
    -2	-2.5	-0.2	-0.5	2	-0.9	2	0.9	1.6	0.5	-6
CCOC(=O)C(NC(C)=O)C(=O)Nc1c(C)cccc1C (stereo not given)
    5	1.5	2.3	-0.3	1	-0.7	0	1.4	-3.0	1.9	0
Cc1cccc(N2CCN(S(=O)(=O)c3c(C(=O)N4CCCCC4)c(C)n(C)c3C)CC2)c1C
    -3	0.1	-0.3	-0.8	0	-1.9	0	0.1	-1.9	-1.6	-6
N=c1ccn(Cc2ccc(Cl)c(Cl)c2)cc1
    -2	-8.7	-0.9	-2.5	-3	-2.0	-6	1.0	-2.1	-3.4	2
O=C(/C=C/c1ccccc1)Nc1ccc(Cl)cn1
    12	14*	-1.8	0.5	4	-0.7	2	-0.2	-1.3	1.5	3
N#CCSc1nnc(-c2ccc(F)cc2)n1N
    -3	-3.3	-2.0	1.6	-1	-0.7	-5	0.0	-0.9	-0.9	-3
C=CCn1c(=NC(=O)C2CCCCC2)sc2cc(NC(C)=O)ccc21
    5	0.6	-0.6	0.3	6	-1.6	-1	1.3	1.9	-1.7	-1
CC(C)CCNC(=O)C1(c2cccs2)CCOCC1
    3	0.8	2.2	0.0	2	-1.4	1	-1.2	-0.8	-1.3	-4
CCOc1ccc(OCCNCc2ccc(OC(C)C(=O)N(C)C)c(OCC)c2)cc1 (stereo not given)
    -1	0.0	0.3	-0.2	-4	-1.3	12	0.2	-0.2	0.1	2
CC1(OC(=O)CCc2ccccc2)C(=O)C=C2C=C(c3ccc(C#N)cc3)N(CCc3ccccn3)C=C2C1=O (stereo not given)
    -4	-1.0	1.8	0.1	-1	-0.8	-3	1.0	-1.7	0.6	-72
Cc1ccccc1NC(=O)c1ccc(NS(=O)(=O)c2cc(C(C)(C)C)cc(C)c2C)cc1
    -4	6.9	-0.9	0.9	-4	-0.3	-27	-2.1	-0.7	3.3	2
O=C(NNC(=S)NC(=O)c1ccco1)c1ccc(NC(=O)c2ccccc2)cc1
    -8	2.6	-0.2	-0.8	-4	-1.5	16	-3.5	-1.4	-0.1	-3
O=C(Cc1ccccc1)N/N=C/c1cccnc1
    -5	3.0	2.1	0.1	-1	-0.7	0	1.3	-1.8	0.5	1
CN(C)CCNc1cccc2sc3ccc(O)cc3c(=O)c12
    -5	0.2	·	-4.1	16*	-0.4	-16	·	-7.3	2.3	-16
COc1cc(/C=C(\C#N)C(=O)NCC2CCCO2)ccc1OC(C)C (stereo not given)
    -2	-0.3	0.1	0.0	8	-0.9	-1	3.0	0.2	0.8	0
Cc1cc(N2CCOCC2)ccc1/C=C1\NC(=O)N(CC(=O)Nc2ccc(F)cc2)C1=O
    -3	6.7	-0.1	0.1	3	-1.5	0	-1.5	-0.8	-0.4	-36

Record cards, as listed above.
`CCOC(=O)C(NC(C)=O)C(=O)Nc1c(C)cccc1C` (stereo not given) is listed with Rev-erbA mod: 5; hgDAF-12 ag: 1.5; DAX1 inh-1: 2.3; DAX1 inh-2: -0.3; SMARCA2 act: 1; ssDAF-12 act: -0.7; HGIII-sPLA2 inh: 0; GAA850 FXN act: 1.4; PG9 binder: -3.0; hcDAF12 agonist: 1.9; PLC-beta3 inh: 0
`O=C(NNC(=S)NC(=O)c1ccco1)c1ccc(NC(=O)c2ccccc2)cc1` is listed with Rev-erbA mod: -8; hgDAF-12 ag: 2.6; DAX1 inh-1: -0.2; DAX1 inh-2: -0.8; SMARCA2 act: -4; ssDAF-12 act: -1.5; HGIII-sPLA2 inh: 16; GAA850 FXN act: -3.5; PG9 binder: -1.4; hcDAF12 agonist: -0.1; PLC-beta3 inh: -3

Next structures.
Fields – Rev-erbA mod	hgDAF-12 ag	DAX1 inh-1	DAX1 inh-2	SMARCA2 act	ssDAF-12 act	HGIII-sPLA2 inh	GAA850 FXN act	PG9 binder	hcDAF12 agonist	PLC-beta3 inh
Cc1onc(-c2ccccc2)c1C(=O)N/N=C/c1ccco1
    1	-0.9	0.2	-0.2	0	-0.9	3	0.5	1.1	-1.7	-7
Cc1cc(Nc2ccccc2)nn1C(=O)c1ccccc1
    3	2.0	-1.2	-0.6	-3	-1.8	-20	1.8	1.1	3.8	-12
CC(C)C(=O)C1=Cc2cc([N+](=O)[O-])ccc2OC1N1CCOCC1 (stereo not given)
    -4	1.3	1.1	-0.6	0	-1.5	-7	1.5	-2.3	0.1	-6
COc1ccc(Cc2n[nH]c(=S)n(N)c2=O)cc1
    -3	0.9	1.0	-0.2	0	-0.8	5	0.5	-0.3	0.3	-5
Cc1c(Cl)cccc1NC(=O)C1CCCN(S(C)(=O)=O)C1 (stereo not given)
    0	1.1	1.7	0.0	-1	-1.4	0	-0.5	0.4	-0.7	-5
CCn1c(=O)cc(N2CCN(C(=O)c3ccco3)CC2)[nH]c1=O
    3	-1.6	2.2	-0.4	0	-1.1	4	1.6	-1.0	1.6	-9
COc1ccc(C(CC(=O)c2ccc(O)cc2)S(=O)(=O)c2ccc(C)cc2)cc1 (stereo not given)
    2	9.9	1.3	0.1	5	0.4	-44	0.9	-1.7	5.4	-29
O=C(Nc1cc(F)ccc1F)c1ccc2c(=O)n3c(nc2c1)CCC3
    -3	10	3.1	3.9*	7	-1.1	0	3.6	1.5	1.3	-1
COc1ccccc1CCC(=O)OC(C)C(=O)Nc1c(C)n(C)n(-c2ccccc2)c1=O (stereo not given)
    -5	0.8	-1.1	0.4	0	-1.3	-2	0.0	0.2	0.3	-8
Cc1csc(SCC(=O)NC2CCC(C)CC2)n1 (stereo not given)
    -1	-1.1	0.7	0.3	-3	-1.4	0	-2.1	0.3	-1.3	2
O=C1C2CCCN2C(=O)N1CCCN1CCN(c2cccc(Cl)c2)CC1 (stereo not given)
    2	-3.6	0.1	-0.1	-3	-1.5	9	-0.3	-1.0	1.4	-2
CCCCOc1ccc(Cc2c(Cl)nc(SC)nc2N2CCOCC2)cc1
    -3	0.1	-0.5	0.2	0	-1.7	-2	0.4	0.6	-0.8	1
COc1cc(/C=C2/C(=O)CNC2=O)ccc1O
    -1	6.6	-0.2	-0.7	-3	-1.1	18	2.2	-6.9	1.0	1
O=C(COCC(=O)N1CCOCC1)N1CCOCC1
    -6	-2.9	-1.0	0.1	-3	-1.3	9	0.9	-2.7	-1.9	-1
COc1ccc(C(=O)NN)cc1
    -2	8.5	1.3	0.2	1	-1.0	-3	1.1	0.8	2.3	-3
COC(=O)C1CCN(C(=O)c2ccc(SC)cc2OC)CC1
    -5	-0.3	0.2	0.3	-1	-1.2	3	-0.1	-0.9	1.5	-2
Cc1cccc(Oc2nc3ccccn3c(=O)c2/C=C(\C#N)C(=O)NC2CCS(=O)(=O)C2)c1 (stereo not given)
    0	2.7	-1.2	-1.6	3	-1.2	2	1.6	0.6	0.5	-390
CCCCN(C(=O)c1ccc([N+](=O)[O-])s1)c1c(N)n(CCCC)c(=O)[nH]c1=O
    -4	-2.5	-1.2	-3.1	-3	-1.1	10	0.5	0.4	1.9	-9
Cc1ccc(S(=O)(=O)N2CC(=O)NC(=O)C2)cc1
    2	-0.2	0.6	0.0	-1	-0.7	2	0.7	-0.6	0.8	-5
CN(Cc1ccccc1)C(=O)COC(=O)c1ccc(Cl)c(N)c1
    3	-0.1	-0.5	0.3	2	-1.2	-3	3.4	0.1	-1.2	-14
C1CCC(CNc2c3c(nc4nnnn24)CCCC3)CC1
    2	0.5	1.3	-0.3	-2	-1.2	7	0.8	0.1	-0.8	2
COc1ccc(C(C(=O)NC2CCCC2)N(C(=O)c2ccoc2C)c2ccc(C)cc2)cc1 (stereo not given)
    -1	-2.1	0.4	-0.2	0	-1.8	7	0.1	0.6	-1.3	1
S=c1[nH]cc(-c2ccccc2)n1-c1ccccc1
    0	-0.5	1.4	0.4	-8	-1.3	19	0.6	-0.5	-1.6	6
CCS(=O)(=O)N1Cc2ccccc2CC1C(=O)N(C)CC(=O)Nc1ccc(OC)cc1 (stereo not given)
    -5	-0.8	-0.2	0.1	-1	-1.1	-5	-0.5	0.5	0.3	-4
CC12CC(O)C3C(CCC4=CC(=O)CCC43C)C1CCC2=CCO (stereo not given)
    0	-0.8	0.9	-0.2	-4	-0.8	4	-0.4	0.9	-1.5	-1
